# HT1080 IDH1KD tx: kills HT-1080 cells with IDH1 knockdown. HT-1080 IDH1 knockdown viability, ATP luminescence, 48 h. Potency, µM (highest dose often 46.1 µM), inactives show top-dose activity, negative = toxicity, actives largely listed as cytotoxic. actives 2% (n = 360,000). AID 686971;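 also: 0% = DMSO wells and -100% = cell-free medium wells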
#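 Using the IDH1-knockdown HT-1080 line run in the same batch and compound series as the NT line, viability after 48 h at 37 °C was determined by CellTiter-Glo luminescence and expressed as % activity.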
# GLP1R inv ag: acts as inverse agonist at human GLP-1 receptor | P43220 | HEK293 GLP-1R CRE-luciferase, luminescence, 24 h; GLP-1R form is constitutively active | Potency, µM (top dose mostly 38.3 µM), inactives show top-dose activity change, negative = inhibition, actives largely listed as inhibitors | actives 1.6% (n = 410,000) | AID 624417; also: % is scaled to controls: 0 for no effect and ±100 for the full control effect; nearly all actives have a fitted effect of over 55% in size
# Target sequence (P43220 whole entry, looked up): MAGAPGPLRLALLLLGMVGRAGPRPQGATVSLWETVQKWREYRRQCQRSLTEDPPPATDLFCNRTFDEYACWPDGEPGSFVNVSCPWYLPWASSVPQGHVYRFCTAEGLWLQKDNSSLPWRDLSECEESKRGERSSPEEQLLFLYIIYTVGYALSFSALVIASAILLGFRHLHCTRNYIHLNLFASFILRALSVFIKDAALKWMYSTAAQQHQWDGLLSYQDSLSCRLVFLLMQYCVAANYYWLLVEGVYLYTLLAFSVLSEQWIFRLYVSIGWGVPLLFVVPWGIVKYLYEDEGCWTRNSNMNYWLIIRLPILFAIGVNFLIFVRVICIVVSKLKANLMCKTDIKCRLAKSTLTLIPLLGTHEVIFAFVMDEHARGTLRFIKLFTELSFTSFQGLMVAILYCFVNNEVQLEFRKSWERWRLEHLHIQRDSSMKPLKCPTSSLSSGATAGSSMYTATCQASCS
#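 Assay principle: reduced luminescence from a cAMP-responsive reporter in HEK293 cells co-expressing a constitutively active GLP-1R. Conditions: 24 hr compound incubation, 37 deg C, 5% CO2.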
# HT1080NT lethal: kills 2HG-producing HT-1080-NT fibrosarcoma cells | HT-1080-NT fibrosarcoma viability, CellTiter-Glo ATP luminescence, 48 h | Potency, µM (series often up to 46.1 µM), for the others: at the highest dose activity, negative = less viability, actives largely listed as cytotoxic | actives 1.6% (n = 360,000);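 also: NT is the 2HG producing partner of a matched IDH1 knockdown line; 0% = DMSO-treated cells and -100% = media-only wells without cells; nearly all actives have a fitted effect of over 55% in size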
#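 750 cells/well, RPMI + 5% FBS; 2 h settle, compound pin-transfer, 48 h at 37 degrees C. CellTiter-Glo 10 min RT, luminescence. Normalized to DMSO and media-only wells.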
# KB-3-1 cytotox: KB-3-1 parental cell cytotoxicity | Potency, µM (titrated, usually from 46.1 µM), without a hit: top-dose activity change, negative = cytotoxic, hits mostly cytotoxic | actives 1.4% (n = 400,000) | KB-3-1 viability, CellTiter-Glo ATP luminescence, 72 h; also: % is scaled to controls: 0 for no effect and ±100 for the full control effect; nearly all actives have a fitted effect of over 60% in size
#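 Parental KB-3-1 viability, qHTS format: 72 h compound exposure, 37 °C; CellTiter-Glo; media-only wells and DMSO plates as controls; concentration-effect fits on corrected data.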
# TDP43 rescue: TDP-43 toxicity inhibition in yeast. TDP-43 expressing yeast growth rescue, BacTiter-Glo, 24 h. Potency, µM (series often up to 46.1 µM), for inactives: at the top dose growth rescue (activation), most hits filed as activators. actives 1.8% (n = 410,000); also: % of control where 0% means no effect; nearly all actives have a fitted effect of over 50% in size
#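 Readout is BacTiter-Glo luminescence of cell growth, so inhibitors register as activators. TDP-43-expressing yeast at OD600=0.02 in galactose medium, after raffinose pregrowth to mid-log, were incubated with compound for 24 hr at 30 deg C.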
# KB-V1 cytotox: KB-V1 MDR subline cytotoxicity | KB-V1 MDR cells viability, CellTiter-Glo, 72 h | Potency, µM (doses to about 46.1 µM), for inactives: top-dose activity change, negative = cytotoxicity, actives largely listed as cytotoxic | actives 3.4% (n = 400,000); also: % is scaled to controls: 0 for no effect and ±100 for the full control effect; nearly all actives have a fitted effect of over 60% in size
#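 KB-V1, DMEM (no phenol red) + 10% FBS; cpd pin-transferred, titration series; 72 h, 37 degrees C; CellTiter-Glo, luminescence. Data normalized, curve-fit.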
# GLP1R ag: agonists of human GLP-1 receptor; P43220; HEK293 GLP-1R CRE-luciferase, luminescence, 4-6 h; cells express a hypersensitive GLP-1R form; Potency, µM (top dose mostly 45.6 µM), inactives show at the top dose activation, hits mostly activators; actives 0.007% (n = 380,000); AID 624172; also: % of control where 0% means no effect
# SW480 rerep: inducers of DNA re-replication in SW480 colon cancer cells; actives 1.8% (n = 340,000); SW480 DNA re-replication, Hoechst DNA content imaging, 48 h; Potency, µM (series often up to 46.1 µM), for inactives: top-dose re-replication activation, usual class: activators; AID 624297; also: % of control where 0% means no effect; nearly all actives have a fitted effect of over 55% in size
#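 Cells (250 per well) received 23 nL compound or DMSO by pin tool and were kept 48 hr at 37 C, 5% CO2. Nuclei were then stained with Hoechst for 40 min and scanned for DNA content.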
# HEK293 tox: cytotoxicity in counter-screen for GLP-1R inverse agonists; HEK293 cAMP-luciferase reporter cells, luminescence, 24 h; actives 0.13% (n = 410,000); Potency, µM (top dose mostly 38.3 µM), for inactives: at the top dose activity change, negative = inhibition, most hits filed as inhibitors; AID 624418;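 also: loss of luciferase light is scored as toxicity; % is scaled to controls: 0 for no effect and ±100 for the full control effect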
#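 MLSMR compounds, 24 hr on cells at 37 deg C/5% CO2; luminescence after luciferase reagent (12 min RT). Inhibition counted as the undesired cytotoxic outcome.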
# An asterisk follows results filed as active; ? = inconclusive; · = no result given; & = joins results of further samples; [ ] = remark or other dose. Calls follow the shape of the dose curve; as a rule, active = well fitted curve in the direction sought with a large enough effect; inconclusive = small, poorly fitted or top-dose-only effect, or another doubt; inactive = no such curve, though single readings can be large; an effect the other way counts as inactive or inconclusive. Potency is read from the fitted curve at half-maximal effect. Rows are unselected; about 9.4% have a hit in one of these screens.
Molecule	HT1080 IDH1KD tx	GLP1R inv ag	HT1080NT lethal	KB-3-1 cytotox	TDP43 rescue	KB-V1 cytotox	GLP1R ag	SW480 rerep	HEK293 tox
C=CCNC(=O)Cc1c(OC)ccc2cc(Br)ccc12	-12.3%	-28.4%	-12.7%	?	16.5%	20.6µM*	6.5%	2.1%	-0.7%
Cc1ccccc1NC(=O)CNC(=O)c1ccc(C(F)(F)F)cc1	10.9%	-4.1%	0.9%	1.4%	-2.2%	-4.9%	1.0%	0.0%	1.9%
CCC(C)n1c(=N)c(C(=O)NCc2ccco2)cc2c(=O)n3cc(C)ccc3nc21 (stereo not given)	·	7.3%	·	-10.0%	-6.1%	?	3.9%	·	107.6%[activator]
CCOC(=O)N1CCN(S(=O)(=O)c2cc(OCC(=O)NC3CCCCC3)c(C)cc2Cl)CC1	-7.2%	3.9%	-3.2%	0.0%	-42.1%[inhibitor]	3.9%	-11.3%	?	7.1%
CCc1sc(C(=O)Nc2cccnc2)cc1Br	-6.7%	18.9%	-16.2%	-6.8%	29.8%	-28.7%	-3.0%	1.7%	-8.9%
COc1ccc(S(=O)(=O)N2CCC(C(=O)NCCC(=O)Nc3cccc(OC)c3)CC2)cc1	16.5%	-3.5%	22.9%	2.5%	11.0%	0.0%	-1.0%	2.1%	-6.7%
Cc1nn(C)c(C)c1NS(=O)(=O)c1cccc(Br)c1	-10.5%	-14.1%	-10.8%	-0.6%	-20.4%	-1.5%	-11.7%	-5.7%	9.4%
Cc1ccccc1S(=O)(=O)NNC(=O)C(=O)NNc1ccccn1	?	-0.1%	-21.9%	?	2.2%	?	-9.7%	-0.4%[9.22 µM]	6.8%
Cc1cccn2c(=O)c(C(=O)NC3CC(C)CC(C)(C)C3)c(O)nc12 (stereo not given)	4.0%	-14.6%	0.9%	?	-38.9%[inhibitor]	23.1µM*	1.4%	-2.5%	0.0%
O=C(NCCO)c1cccc(Cl)c1	5.2%	0.8%	-0.6%	10.3%	4.0%	1.0%	-12.1%	0.0%	-2.4%
COc1cc(C(=O)NNC(=O)c2cccn2C)cc(OC)c1OC	0.6%	16.0%	1.8%	11.0%	16.7%	22.9%	-1.9%	-5.4%	-0.7%
COc1ccc(NC(=O)c2cc(S(=O)(=O)N3CCOCC3)cn2C)c(OC)c1	0.1%	-2.9%	-0.5%	0.1%	1.4%	-7.0%	-2.0%	6.2%	7.4%
COc1cc(C)nc(N2CCCC(C(=O)NCC(C)C)C2)n1 (stereo not given)	14.7%	?	10.8%	0.0%	22.8%	-0.2%	8.1%	-6.1%	4.2%
COc1ccc(NC(=O)[C@@H]2CC=C[C@@H]3CCN(Cc4ccccc4)C(=O)[C@@H]32)cc1	-0.8%	2.7%	1.8%	0.0%&18.9%	-4.4%	?	-0.3%	-16.9%	-1.0%
Cc1ccc(NC(=O)c2sc3ncn(CC(=O)N4CCN(c5ccccn5)CC4)c(=O)c3c2C)cc1Cl	0.0%	-26.0%	-10.6%	8.2%	11.9%	33.7%	0.8%	-8.8%	-38.6%
C[C@H](NC(=O)c1ncn2c1C(=O)N[C@@H](C)C2)C(=O)OC(C)(C)C	-0.4%	5.3%	2.2%	-1.7%	-0.3%	-12.2%	-2.2%	·	-5.5%
CC(C)(C)OC(=O)C[C@@H]1C/C=C\C[C@@H](CC(=O)N(CCO)Cc2ccccc2)C(=O)N2CCC[C@H]2COC1=O	11.1%	16.1%	9.6%	0.0%	19.2%	0.0%	-4.7%	52.0%	-1.9%
CC(C)(C)c1ccc(S(=O)(=O)NCCN2CCOCC2)cc1	1.6%	-8.0%	2.8%	0.0%	7.1%	-5.4%	-4.8%	·	3.7%
O=C(NC1CCCCC1)C(c1ccc(C(F)(F)F)cc1)n1c(=O)c(-c2cc3ccccc3[nH]2)nc2ccccc21 (stereo not given)	?	2.51µM*	?	?	0.0%	?	·	·	·
Cc1ccc(NC(=O)CCc2c(C)nn(-c3ccc(N4CCCCC4)nn3)c2C)cc1F	-13.3%	?	-4.6%	2.7%	8.6%&10.2%	-24.8%	-3.0%	5.8%	-8.9%&-19.0%
COc1ccc(-c2csc(NC(=O)CSc3nc(SC)ns3)n2)cc1	-4.0%	?	-8.3%	-4.2%	-3.7%	0.6%	7.6%	0.8%	3.3%
Cc1ccc(CN(Cc2cc3cccc(C)c3[nH]c2=O)C(=O)N(C)C)cc1	0.0%	-16.2%	3.2%	-12.3%	2.2%	-11.2%	0.4%	-5.9%	-7.0%
O=C(c1ccco1)N1CCN(C(=O)c2ccc(CS(=O)c3ccc(Cl)cc3)o2)CC1 (stereo not given)	11.7%	7.9%	24.4%	14.6%	-5.9%	4.9%	-1.9%	-11.4%	-1.2%
CSc1nc(N)n2nc(C)cc2n1	4.3%	1.3%	13.2%	25.0%	9.4%	6.2%	-4.5%	·	4.8%
O=C1c2[nH]nc(-c3ccccc3O)c2C(c2cccc(O)c2)N1Cc1ccncc1 (stereo not given)	·	7.8%	·	-4.2%	-10.8%	?	·	·	-7.7%
CCN1CCN(CC(O)COCC2COc3ccccc3O2)CC1 (stereo not given)	6.5%	-16.9%	-6.4%	0.5%	5.8%	-0.7%	-0.7%	0.5%	9.8%
CCOc1cc(C2NC(=O)N(C)C(C)=C2C(=O)OC)cc(Br)c1O (stereo not given)	-1.2%	-1.0%	-14.6%	28.6%	?	2.0%	2.9%	-3.0%	6.0%
CC(=O)SC(C)CC(=O)Nc1ccccc1 (stereo not given)	0.8%	-0.7%	0.9%	17.3%	-5.5%	2.5%	-9.7%	-3.5%	6.5%
COc1ccc(-c2cn(CC[C@@H]3CC[C@H](NC(=O)Cc4ccccn4)[C@@H](CO)O3)nn2)cc1	17.4%	9.4%	0.0%	3.6%	9.7%	-9.8%	·	·	7.1%
Cc1nn(C)c(-c2n[nH]c(=S)n2-c2ccccc2)c1Cl	9.1%	7.6%	16.9%	12.6%	10.3%	8.1%	-11.1%	-17.8%	-4.5%
COc1ccc(NC(=O)c2ccccc2NS(=O)(=O)c2ccc(C)cc2)c([N+](=O)[O-])c1	14.1%	?	2.9%	0.5%	0.0%	-16.7%	0.3%	-0.6%	-17.0%
CCC(OC(=O)C(NC(=O)c1ccccc1)c1ccccc1)C(=O)Nc1cc(C)on1 (stereo not given)	0.0%	-11.4%	0.0%	9.4%	-7.4%	-19.8%	-1.5%	?	-5.3%
CC(=O)c1c(CC(=O)O)[nH]n(-c2nc3ccccc3s2)c1=O	10µM*	8.8%	10µM*	?	-56.3%[inhibitor]	?	-16.0%	-1.5%	8.1%
COc1cc(C(=O)Nc2ccc(NC(=O)c3cccc(Cl)c3)nc2)cc(OC)c1OC	?	-0.6%	-6.4%	-0.2%	-6.8%	?	2.7%	0.8%	-8.2%
CC(C)(C)C(=O)Nc1sc2c(c1-c1nc3ccccc3[nH]1)CCCC2	-2.2%	-9.8%	1.9%	-9.4%	-17.6%	8.2%	-1.1%	1.7%	-0.6%
COC(=O)C1=C(C(=O)OC)[C@@H]2N(C)c3ccccc3[C@@]23C[C@@H](CO)N(C(=O)NCCBr)C3=N1	0.8%	-6.5%	-20.6%	-0.8%	4.4%	11.3%	3.1%	17.3%	3.6%
CCNC(=O)C1(C)CCN(Cc2ccc(C#N)cc2)C1 (stereo not given)	19.4%	33.4%[activator]	?	0.0%	10.2%	5.4%	-5.4%	·	2.5%
COc1ccc(S(=O)(=O)n2nc(OC(=O)c3ccncc3)cc2N)cc1	9.0%	4.2%	-1.2%	2.2%	14.9%	21.9%	2.6%	-23.1%[9.22 µM]	-3.9%
COc1ccccc1C(=O)NC(=O)CSc1cccc[n+]1[O-]	3.0%	-1.5%	0.9%	10.7%	0.0%	4.2%	3.0%	-5.2%	-8.8%
CCOC(=O)C1CCN(C(=O)COC(=O)c2ccc3[nH]c4c(c3c2)CCCC4)CC1	-24.1%	?	-13.1%	-23.3%	13.8%	0.1%	16.4%	-0.6%	0.1%

# Results in KB-V1 cytotox, HT1080NT lethal and GLP1R ag, for some of the entries so far:
smiles | KB-V1 cytotox | HT1080NT lethal | GLP1R ag
CC(C)(C)C(=O)Nc1sc2c(c1-c1nc3ccccc3[nH]1)CCCC2 | 8.2% | 1.9% | -1.1%
CCNC(=O)C1(C)CCN(Cc2ccc(C#N)cc2)C1 (stereo not given) | 5.4% | ? | -5.4%
CC(=O)c1c(CC(=O)O)[nH]n(-c2nc3ccccc3s2)c1=O | ? | 10µM* | -16.0%

# Next section
Molecule	HT1080 IDH1KD tx	GLP1R inv ag	HT1080NT lethal	KB-3-1 cytotox	TDP43 rescue	KB-V1 cytotox	GLP1R ag	SW480 rerep	HEK293 tox
COc1ccc(C(C(=O)NC2CCCC2)N(C(=O)c2snc(-c3ccc(F)cc3)c2N)c2ccc(F)cc2)cc1 (stereo not given)	?	-8.5%	?	?	24.2%	?	-12.9%	16.4µM*	-19.7%
O=C(Nc1ccc(F)cc1)C(Sc1nc2ccccc2[nH]1)c1ccccc1 (stereo not given)	?	?	?	?	4.3%	?	-2.5%	?	-27.6%
Nc1nnc(CC(=O)N/N=C\c2cc([N+](=O)[O-])ccc2O)s1	?	10.4%	-19.9%	4.9%	-26.4%	27.2%	-0.2%	-9.4%	-27.2%
C/C(=N/Nc1ncc(Br)cn1)c1ccc(Br)cc1	-0.4%	-16.0%	-11.4%	-8.9%	28.2µM*	-13.7%	14.7%	1.4%	-16.9%

# High-throughput results as filed in PubChem.
